VP16 counter – VP16 counterscreen qHTS for inhibitors of ROR gamma transcriptional activity | Drosophila S2 Gal4-VP16 UAS-luciferase, luminescence, 20 h | Potency, µM (doses to about 53.6 µM), for inactives: at the top dose activity, negative = inhibition, hits mostly inhibitors | 310,000 compounds, 3.5% hits | AID 2546, 2010;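 note: Gal4-VP16 expression switched on by copper sulfate through the metallothionein promoter; % is set by controls: 0 for no effect and ±100 for the full control effect; nearly all actives have a fitted effect of over 50% in size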
Rab9 promoter act – qHTS Assay for Rab9 Promoter Activators; 320,000 compounds, 2.8% hits; AID 485297, 2010; Huh7 Rab9 promoter-luciferase reporter, luminescence, 24 h; Potency, µM (top dose mostly 9.22 µM), without a hit: at the highest dose activation, negative = inhibition, most hits filed as activators; note: % of control where 0% means no effect; nearly all actives have a fitted effect of over 60% in size
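Measured in stably transfected Huh7 cells bearing a Rab9 promoter–luciferase construct: 24 h compound treatment at 37 °C, followed by luminescence detection.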
uPA generation – qHTS for Inhibitors of Cell Surface uPA Generation. cell surface uPA generation assay, qHTS. Potency, µM (titrated, usually from 38.3 µM), inactives show at the highest dose activity change, negative = inhibition, most hits filed as inhibitors. 330,000 compounds, 0.31% hits. AID 540303, 2011; active = well fitted inhibition curve with a large enough effect; inconclusive = small, poorly fitted or top-dose-only effect; inactive = no such curve, though single readings can be large or run the other way; tested in mouse RAW 264.7 cells; note: % is set by controls: 0 for no effect and ±100 for the full control effect; nearly all actives have a fitted effect of over 55% in size
ELG1 genotoxic – qHTS screen for small molecules that induce genotoxicity in human embryonic kidney (HEK293T) cells expressing luciferase-tagged ELG1; 330,000 compounds, 1.3% hits; HEK293T ELG1-luciferase reporter, luminescence, 16 h; Potency, µM (highest dose often 46 µM), without a hit: at the highest dose activity change, positive = activation, hits mostly activators; AID 504466, 2011; note: % of control where 0% means no effect; nearly all actives have a fitted effect of over 60% in size
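16 hr compound incubation (37 °C, 5% CO2) of HEK293T cells carrying luciferase-tagged ELG1; luciferase then measured by ONE-Glo luminescence after 30 min at RT.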
p53 reactivation – qHTS assay for re-activators of p53 using a Luc reporter; AID 504706, 2011; 320,000 compounds, 0.063% hits; H1299 p53-A138V BP100-luciferase reporter, luminescence, 24 h; Potency, µM (series often up to 92.2 µM), for inactives: at the top dose activity change, positive = activation, hits mostly activators; note: % of control where 0% means no effect; nearly all actives have a fitted effect of over 45% in size
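H1299 (p53-null), stable ts p53-A138V + BP100-Luc; 1000 cells/well, Opti-MEM/10% FBS; cpd 4 pt, 1:5; 24 h, 37 deg C, 5% CO2; detection reagent 10 min RT; luminescence.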
FLuc modulator – qHTS profiling assay for firefly luciferase inhibitor/activator using purifed enzyme and Km concentrations of substrates (counterscreen for miR-21 project); Luciferin 4-monooxygenase (Photinus pyralis), P08659; purified FLuc, Km substrates, luminescence inhibition; Potency, µM (series often up to 57.5 µM), inactives show top-dose activity change, negative = inhibition, hits mostly inhibitors; 360,000 compounds, 6.9% hits;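 note: plate controls were vehicle for no effect and reference inhibitor for full effect; nearly all actives have a fitted effect of over 55% in size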
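Biochemical qHTS of compounds, final roughly 60 µM downward over six points, against 10 nM purified firefly luciferase using Km concentrations of substrates (10 uM D-luciferin, 10 uM ATP) in Tris acetate pH 7.5 buffer; luminescence output.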
MBNL1-CUG inh – qHTS Assay for Inhibitors of MBNL1-poly(CUG) RNA binding. Muscleblind-like protein 1 (Homo sapiens), Q9NR56. TR-FRET MBNL1-His/biotin-(CUG)12 binding, 665/545 ratio. Potency, µM (doses to about 57.5 µM), for inactives: top-dose activity change, negative = inhibition, actives largely listed as inhibitors. 280,000 compounds, 0.036% hits; active = well fitted inhibition curve with a large enough effect in the signal ratio, with a control signal flat, not every such curve was filed as active; inconclusive = small, poorly fitted or top-dose-only effect, or effect the other way, or a change in a side signal; inactive = no such curve, though single readings can be large or run the other way; the % refers to the signal ratio; note: % is set by controls: 0 for no effect and ±100 for the full control effect
Target sequence (Q9NR56 whole entry, looked up): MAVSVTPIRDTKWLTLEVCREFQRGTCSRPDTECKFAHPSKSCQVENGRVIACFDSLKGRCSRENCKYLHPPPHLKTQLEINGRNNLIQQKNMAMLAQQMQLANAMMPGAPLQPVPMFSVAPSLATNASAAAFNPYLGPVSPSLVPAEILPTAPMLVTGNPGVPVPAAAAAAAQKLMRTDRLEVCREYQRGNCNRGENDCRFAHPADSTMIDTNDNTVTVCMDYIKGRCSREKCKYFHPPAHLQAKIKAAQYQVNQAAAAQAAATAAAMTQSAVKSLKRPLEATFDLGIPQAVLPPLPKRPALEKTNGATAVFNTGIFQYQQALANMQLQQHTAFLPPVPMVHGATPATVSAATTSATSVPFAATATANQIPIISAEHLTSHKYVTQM
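Ratiometric TR-FRET (665 over 545 nm, excitation 340 nm) tracks disruption of MBNL1-His/biotin-(CUG)12 complex after 60 min at room temperature, with compounds at 92 nM to 58 uM final.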
BRCA1 expr up – qHTS Assay to Identify Small Molecule Activators of BRCA1 Expression. MCF7-BRCA1-FFLuc reporter, luminescence, 48 h; response scale: scaled: vehicle 0%, 10 µM genistein 100%. Potency, µM (highest dose often 46.1 µM), inactives show top-dose activation, most hits filed as activators. 380,000 compounds, 1.1% hits. AID 624202, 2012; note: nearly all actives have a fitted effect of over 80% in size; some results filed as inactive show a strong effect at the top dose
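Quantitative HTS in MCF7 cells stably reporting BRCA1 expression via firefly luciferase. Compound treatment lasts 48 h at 37 °C in phenol-red free MEM. Activation is expressed relative to genistein at 10 microM and DMSO.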
NPC1 promoter act – qHTS Assay for NPC1 Promoter Activators | Huh7 NPC1 promoter luciferase reporter, 24 h | Potency, µM (series often up to 9.22 µM), for the others: top-dose activation, hits mostly activators | 320,000 compounds, 2.4% hits;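 note: % of control where 0% means no effect; nearly all actives have a fitted effect of over 60% in size; reporter is driven by a mutant NPC1 promoter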
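Readout is luciferase luminescence, reflecting NPC1 promoter activation in stably transfected Huh7 cells after 24 h compound exposure at 37 °C in reduced-serum medium with 10% FBS.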
RORg inh – qHTS for inhibitors of ROR gamma transcriptional activity; Nuclear receptor ROR-gamma (Mus musculus), P51450; Drosophila S2 Gal4-RORgamma UAS-luciferase reporter, 20 h; Potency, µM (doses to about 53.6 µM), without a hit: at the highest dose activity change, negative = inhibition, hits mostly inhibitors; 310,000 compounds, 5.4% hits; AID 2551, 2010; note: % is set by controls: 0 for no effect and ±100 for the full control effect; nearly all actives have a fitted effect of over 60% in size
Target sequence (P51450 whole entry, looked up, the tested form may be a part): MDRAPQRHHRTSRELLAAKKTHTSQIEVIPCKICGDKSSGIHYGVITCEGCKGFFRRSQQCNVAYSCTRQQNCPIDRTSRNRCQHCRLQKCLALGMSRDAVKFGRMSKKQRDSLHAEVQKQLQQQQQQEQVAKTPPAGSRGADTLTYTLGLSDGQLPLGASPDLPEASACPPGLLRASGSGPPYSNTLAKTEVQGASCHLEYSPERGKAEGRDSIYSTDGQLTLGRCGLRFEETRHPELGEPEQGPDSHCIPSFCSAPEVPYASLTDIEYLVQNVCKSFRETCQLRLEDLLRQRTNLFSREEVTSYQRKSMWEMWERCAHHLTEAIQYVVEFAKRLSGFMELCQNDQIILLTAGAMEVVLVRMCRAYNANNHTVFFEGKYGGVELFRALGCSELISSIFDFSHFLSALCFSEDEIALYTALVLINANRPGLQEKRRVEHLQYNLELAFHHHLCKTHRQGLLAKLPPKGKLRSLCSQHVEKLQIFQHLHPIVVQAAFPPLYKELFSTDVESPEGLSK
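Using a luciferase readout, inhibitors were identified by reduced reporter activity in Drosophila cells coexpressing a copper-inducible Gal4–ROR gamma fusion and UAS-driven Photinus luciferase, incubated 20 hr after 700 uM copper sulfate.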
* = called active by the depositor; ? = inconclusive; / = no result given; [ ] = remark or other dose. Unless noted, calls come from the whole dose curve; as a rule, active = well fitted curve in the direction sought with a large enough effect; inconclusive = small, poorly fitted or top-dose-only effect, or another doubt; inactive = no such curve, though single readings can be large; an effect the other way counts as inactive or inconclusive. Potency is the fitted concentration of half-maximal effect.

Values run as follows: VP16 counter | Rab9 promoter act | uPA generation | ELG1 genotoxic | p53 reactivation | FLuc modulator | MBNL1-CUG inh | BRCA1 expr up | NPC1 promoter act | RORg inh
CN1CCN(C(=S)NC(=O)c2cccc(S(=O)(=O)N(C)C)c2)CC1
  ? | 0% | -4% | 1% | -4% | -2% | / | 4% | -7% | 14µM*
O=C(CCc1ccccc1)Nc1ccc(NC(=O)C2CC2)nc1
  6% | -4% | 1% | -3% | 1% | -1% | -8% | 10% | -3% | 10%
CCc1noc(C)c1C(=O)N1CCN(S(=O)(=O)c2ccc(C(C)=O)cc2)CC1
  / | -3% | -18% | -7% | 3% | 0% | / | -2% | 0% | /
Cc1ccccc1NC(=O)Cc1nc(COC(=O)c2cccc(O)c2)cs1
  / | -3% | 0% | 0% | -5% | -2% | / | -16% | -7% | /
Cc1nc2cc(C(=O)OCC(=O)Nc3ccc(C#N)cc3)ccc2n1-c1ccccc1
  1% | -2% | -3% | 1% | 2% | -12% | 46%[activator] | 6% | -5% | -11%
CCOc1ccccc1N1CC(C(=O)Nc2cc(Cl)ccc2C)CC1=O (stereo not given)
  12% | 1% | -1% | -9% | -14% | 1% | -3% | 1% | -1% | 11%
CCc1ccc(NC(=S)NCc2ccccc2)cc1
  ? | ? | -1% | 11% | 7% | ? | -1% | 18% | 27% | 2.2µM*
CCCOc1ccccc1NC(=O)c1ccc([N+](=O)[O-])cc1
  10% | 20% | 5% | 11% | 6% | -1% | ? | 8% | 27% | -8%
O=[N+]([O-])c1ccc2c(c1Nc1ccccc1Cl)=NC1(CCCCC1)N=2
  3% | 1% | -2% | 0% | -3% | 6% | 10% | -16% | -2% | -11%
CCC(C)(C)C1CCC2(CC1)NC(CO)(CO)CO2 (stereo not given)
  -1% | -1% | 11% | 0% | 8% | -1% | 1% | 0% | 0% | -29%
NS(=O)(=O)c1ccc(NC(=O)NC2CCCCC2)cc1
  13% | 6% | 6% | 6% | 16% | 0% | 0% | 32% | 9% | 32%
Cc1cc(C)cc(NC(=S)NCc2ccc3[nH]c4c(c3c2)CCCC4)c1
  7.1µM* | 1% | 8% | 0% | 2% | 6% | 4% | -61% | 1% | 2.5µM*
Cc1ccc(C(=O)COC(=O)c2cc(Cl)nc3ccccc23)cc1
  2% | 1% | 0% | 2% | -1% | 11µM* | 3% | -1%[1.84 µM] | -1% | 23%
CC(NC(=O)OC(C)(C)C)C(=O)NC(CCC(=O)OCc1ccccc1)C(N)=O (stereo not given)
  5% | -1% | 3% | 6% | -4% | -4% | -1% | -3% | 0% | 14%
CNC(=S)N1N=C(c2ccc(Br)cc2)CC1c1ccc(OC)cc1 (stereo not given)
  ? | 0% | -4% | 0% | -1% | 0% | / | -28% | -1% | ?
COc1ccc(CCC(=O)NCCS(=O)(=O)N2CCN(c3ccc(F)cc3)CC2)cc1
  / | -2% | 0% | -8% | 0% | 12% | / | -4% | 1% | /
Nc1cc(=O)[nH]c(SCC(=O)Nc2cc(S(=O)(=O)N3CCCCCC3)ccc2Cl)n1
  / | / | -6% | -4% | -1% | / | / | 13% | / | /
CC(=O)Nc1nnc(SCC(=O)NCC2CCCO2)s1 (stereo not given)
  2% | 15% | 8% | -6% | 0% | -3% | -2% | 14% | 3% | 0%
O=C(Nc1ccc(F)cc1)C(Cc1ccccc1)n1cccc1 (stereo not given)
  -6% | -5% | 2% | -5% | -2% | 4% | -10% | -21% | -1% | 28%
COc1ccccc1C(=O)Nc1c2c(nn1-c1ccc([N+](=O)[O-])cc1)CS(=O)(=O)C2
  -3% | -2% | 0% | -5%[9.26 µM] | -3% | 6% | 8% | 0% | -4% | -15%
CC(=O)N1N=C(c2ccccc2)OC1(C)CC(=O)Nc1ccccc1 (stereo not given)
  17% | -4% | 3% | -2% | -17% | 6% | -24% | -3% | 1% | ?
CC/C(=N\NC(=O)c1c(C)nc2ccccn12)c1ccccc1
  -11% | -2% | -2% | -9% | -4% | -1% | -1% | -14% | -4% | -3%
COC(=O)[C@H](CC(C)C)NC(=O)Cn1cnc(C(=O)Nc2ccc(C)c(C)c2)n1
  / | / | ? | ? | 14% | / | / | 11µM* | / | /
O=C(Nc1nc2c(Cl)cccc2s1)c1ccc(Br)o1
  -7% | 17% | 6% | 14% | 6% | ? | / | -18% | 19% | -27%
CCOC(=O)c1c(-c2ccccc2)csc1NC(=O)c1cccc(N2C(=O)CCC2=O)c1
  -10% | -2% | / | -20% | -2% | -13% | 5% | -1% | -2% | 11%
CC1(C)CC(=O)C(N=Nc2ccc(OC(F)F)cc2)=C(O)C1
  -7% | 3% | -1% | ? | 13% | 17µM* | ? | -20% | -1% | 18%
CS(=O)(=O)N(CC(=O)Nc1cccnc1)c1ccc2c(c1)OCCO2
  0% | 3% | 1% | -1% | -4% | 4% | 3% | 7% | -2% | 21%
CCc1nnc(SCc2ccc(CSc3nnc(CC)n3N)cc2)n1N
  7% | -4% | 0% | 0% | 0% | -1% | 15% | 11% | -6% | -22%
O=Cc1cccc(OC(=O)/C=C/c2ccco2)c1
  6% | 13% | -6% | ? | / | 27µM* | 6% | ? | ? | ?
COc1ccc(-c2cc3ccc(OCc4nn[nH]n4)cc3oc2=O)cc1OC
  -1% | -7% | -2% | 2% | 7% | 15µM* | ? | -3%[1.84 µM] | -1% | 9%
CCn1cc(C(=O)NN)c(=O)c2cc(F)c(N3CCN(C)CC3)cc21
  2% | 5% | 2% | -1% | -6% | -1% | -5% | -21% | -6% | 19%
Cc1cc(C)c(C)c(S(=O)(=O)N2CCN(CC(=O)Nc3sccc3C#N)CC2)c1C
  3% | -17% | 2% | -5% | 4% | 1% | 43%[activator] | -39% | -8% | -10%
CCOc1ccc2nc(NCCNS(=O)(=O)c3ccccc3)c(C#N)cc2c1
  -12% | -7% | 3% | -1% | 5% | 5% | 17% | -5% | 2% | -35%
CCOc1ccc(C(=O)NCCN2CCOCC2)cc1
  7% | 5% | 2% | 4% | 4% | 0% | -2% | -34% | 0% | 16%
CCN(c1ccc(OC)cc1)S(=O)(=O)c1nnc(NC(=O)c2ccco2)s1
  -11% | -1% | 1% | 1% | 4% | 2% | 2% | -1% | -9% | 17%
CCOC(=O)N1CCN(C(=O)Nc2ccccc2)CC1
  -4% | -2% | 1% | 1% | -1% | -5% | 11% | 19% | -1% | 8%
O=C(NNC(=O)c1ncc(Cl)c(Cl)c1Cl)c1ccc(F)cc1
  5µM* | 3% | 4% | 1% | -1% | -3% | 7% | -14% | 11% | 7.1µM*
CN1CCN(c2ccc([N+](=O)[O-])cc2NC(=O)c2ccccc2)CC1
  -2% | 0% | / | -1% | -11% | 1% | ? | 0% | -5% | -7%
COc1ccccc1OCC(=O)N1CCN(C(=O)COc2ccccc2OC)CC1
  0% | -7% | -2% | 3% | 1% | 0% | -5% | 1% | -10% | 4%
CCOc1ccc(NC(=O)c2ccc(NC(=S)NC3CC3)cc2)cc1
  -9% | -1% | -3% | 13% | 8% | -19% | -1% | 7% | 8% | -38%
O=C(CCc1ccc(S(=O)(=O)N2CCOCC2)cc1)OCC(=O)c1ccccc1
  / | / | 1% | -3% | -1% | / | / | -8% | / | /
Cc1cc(=O)[nH]c(N/N=C/c2ccc(C)o2)n1
  -10% | -11% | 0% | 5% | 8% | -5% | 11% | 1% | 0% | -19%
Cc1nn(-c2ccc(N3CCOCC3)nn2)c(C)c1CCC(=O)N1CCN(C)CC1
  2% | -4% | 4% | 1% | 5% | -1% | 0% | 0% | -1% | 0%
CCC(C)CCN1C(N(C)C)=NC[C@@H]1Cc1ccccc1 (stereo not given in full)
  / | -7% | ? | -4% | -3% | 5% | / | -3% | -6% | /
Cc1nc(-c2ccccc2)sc1C(=O)/C=C/c1ccc(Cl)cc1
  -4% | 0% | -6% | -7% | 4% | -16% | -16% | -44% | -3% | 7%
COc1ccc(S(=O)(=O)N2CCOCC2)cc1NC(=O)CCCOc1ccccc1
  / | / | 5% | -1% | -5% | / | / | -13% | / | /
CC1(C)OC(=O)C=C[C@]2(C)[C@H]3CC[C@@]4(C)[C@H](C(=O)O)OC(=O)[C@H]5O[C@]54[C@]3(C)C(=O)C[C@@H]12
  / | -6% | 2% | -1% | 8% | 0% | / | -5% | 2% | /
COC(=O)c1[nH]c2ccc(C)cc2c1NC(=O)CN1CCCc2ccccc21
  -7% | -7% | 4% | -28% | -7% | 0% | ? | -66% | 4% | -16%
